MEX-5 binding: MEX-5 zinc finger RNA-binding disruptors – biochemical, C. elegans, fluorescence polarization, MLPCN library, primary screen. activity score (negative = inhibition of binding), % at 10 µM. AID 1832, 2009. Zinc finger protein mex-5 (Caenorhabditis elegans), Q9XUB2. actives 0.38% (n = 300,000). MEX-5/FITC-TCR2 RNA binding; stronger effect = lower value;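 active means inhibition past about -25% in most replicates, and total fluorescence under double the plate's negative control median, limit read from the data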;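 further: 0% = DMSO and -100% = 5 µM competing unlabeled TCR2 RNA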
Target sequence (Q9XUB2 whole entry, looked up): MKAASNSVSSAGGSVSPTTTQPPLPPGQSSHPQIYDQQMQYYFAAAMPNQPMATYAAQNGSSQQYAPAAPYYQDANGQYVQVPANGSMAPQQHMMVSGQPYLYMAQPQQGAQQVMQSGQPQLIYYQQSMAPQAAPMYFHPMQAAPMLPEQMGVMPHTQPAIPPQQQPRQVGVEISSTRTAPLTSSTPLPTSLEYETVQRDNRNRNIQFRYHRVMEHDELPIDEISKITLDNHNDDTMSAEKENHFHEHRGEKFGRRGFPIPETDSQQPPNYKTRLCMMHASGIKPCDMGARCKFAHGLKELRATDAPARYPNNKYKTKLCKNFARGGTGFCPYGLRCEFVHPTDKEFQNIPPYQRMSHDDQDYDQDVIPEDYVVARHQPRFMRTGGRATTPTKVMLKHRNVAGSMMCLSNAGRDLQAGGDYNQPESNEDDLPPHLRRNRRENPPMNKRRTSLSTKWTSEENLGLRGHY
TPT1 inhibitor: Candida albicans TPT1 enzyme inhibitors, primary screen, biochemical, fluorescence polarization. inhibition, % at 5 µM. actives 0.81% (n = 300,000). tRNA 2'-phosphotransferase TPT1 (Candida albicans SC5314). recombinant caTPT1, FP RNA substrate dephosphorylation;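 active means inhibition above the mean of all tested compounds plus 3 SD, set per screening campaign, cut at about 24% in these data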;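 further: plate controls were DMSO alone for no effect and ferristatin control at 100 nM for full effect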
GLD-1 RNA inh: GLD-1/TGE RNA complex disruptors, primary screen, biochemical, fluorescence polarization; purified GLD-1 + fluorescein TGE RNA; inhibition, % at 5.96 µM; actives 0.44% (n = 320,000); Female germline-specific tumor suppressor gld-1 (Caenorhabditis elegans), Q17339;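 active means percent inhibition above a per-plate cutoff, the plate mean of test compounds plus 3 SD, cut at about 30% in these data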;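 further: 0% = DMSO wells with GLD-1 and probe and 100% = wells lacking GLD-1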
MCL1-BIM inh: inhibitors of MCL1 binding to BIM-BH3, primary screen, biochemical, fluorescence polarization | GST-MCL1 / FITC-Bim-BH3 fluorescence polarization | Induced myeloid leukemia cell differentiation protein Mcl-1 (Homo sapiens), Q07820 | inhibition, % at 10.9 µM | actives 0.68% (n = 320,000);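 active means inhibition above the mean inhibition of all tested compounds plus 3 SD, set per campaign, cut at about 40% in these data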;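 further: 0% = DMSO wells and 100% = unlabeled Bim-BH3 peptide control; higher means more loss of mP so more displacement of Bim peptide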
PAD4 FP inh: human PAD4 inhibitors, primary screen, biochemical, fluorescence polarization, 1536-well format | Protein-arginine deiminase type-4 (Homo sapiens), Q9UM07 | recombinant PAD4, RCA probe fluorescence polarization | AID 485272, 2010 | inhibition, % at 6.36 µM | actives 0.41% (n = 330,000);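 active means percent inhibition above a cutoff equal to the mean of all tested compounds plus 3 SD, cut at about 15% in these data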;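 further: 0% = PAD4 with RCA probe and DMSO and 100% = probe without PAD4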
GSTO1 counter: inhibitors of recombinant GSTO1, primary screen, counter-screen for RBBP9 inhibitor project, biochemical, fluorescence polarization; inhibition, % at 5.96 µM; actives 1.1% (n = 300,000); activity-based probe fluorescence polarization; Glutathione S-transferase omega-1 (Homo sapiens), P78417; AID 1974, 2009;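 active means inhibition above the campaign mean inhibition plus 3 SD, cut at about 35% in these data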;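 further: 0% = GSTO1-1 with DMSO and 100% = wells lacking GSTO1-1 enzyme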
Fam108B inh: mouse Fam108B serine hydrolase inhibitors, primary screen, counter-screen for RBBP9 inhibitor project, biochemical, fluorescence polarization. recombinant Fam108B, FP-Rh probe fluorescence polarization. inhibition, % at 9.51 µM. actives 0.33% (n = 300,000). AID 1947, 2009;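 active means inhibition above the screen mean inhibition plus 3 SD, computed separately per campaign, cut at about 18% in these data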;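 further: inhibitors lower polarization as less probe binds the enzyme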
PME-1 primary: PME-1 inhibitors via competitive probe labeling, primary screen, biochemical, fluorescence polarization, FP-Rh probe, HTS | Protein phosphatase methylesterase 1 (Homo sapiens), Q9Y570 | recombinant PME-1 | inhibition, % at 5.9 µM | actives 0.53% (n = 320,000);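 active means inhibition above the campaign mean of all compounds plus 3 SD, cut at about 26% in these data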;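 further: competitive labeling of PME-1 active site by serine hydrolase directed probe; 0% = PME-1 with DMSO and 100% = wells lacking PME-1 enzyme; inhibitors block probe labeling so polarization falls and inhibition rises; many of its hits are not listed in these tables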
Target sequence (Q9Y570 whole entry, looked up): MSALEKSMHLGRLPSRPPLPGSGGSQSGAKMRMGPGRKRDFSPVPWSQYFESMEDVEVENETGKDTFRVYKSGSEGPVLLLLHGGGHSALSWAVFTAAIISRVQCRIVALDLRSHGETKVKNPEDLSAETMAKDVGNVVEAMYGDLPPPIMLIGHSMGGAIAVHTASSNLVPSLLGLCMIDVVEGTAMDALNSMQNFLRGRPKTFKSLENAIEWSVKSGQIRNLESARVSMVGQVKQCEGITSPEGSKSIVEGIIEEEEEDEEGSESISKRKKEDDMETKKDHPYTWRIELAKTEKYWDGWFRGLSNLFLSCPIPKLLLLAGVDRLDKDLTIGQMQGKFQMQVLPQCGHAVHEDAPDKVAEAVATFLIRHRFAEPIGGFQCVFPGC
Bcl-xL primary: inhibitors of human Bcl-xL, primary screen, biochemical, fluorescence polarization, HTS | GST-Bcl-xL / FITC-Bim BH3 peptide fluorescence polarization | AID 2129, 2009 | Bcl-2-like protein 1 (Homo sapiens), Q07817 | inhibition, % at 10.9 µM | actives 0.7% (n = 320,000);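 active means inhibition above the mean of all tested compounds plus 3 SD, cutoff set per campaign, cut at about 30% in these data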;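 further: 0% = DMSO wells and 100% = unlabeled Bim-BH3 peptide competitor; inhibitors lower millipolarization by displacing the labeled peptide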
Target sequence (Q07817 whole entry, looked up): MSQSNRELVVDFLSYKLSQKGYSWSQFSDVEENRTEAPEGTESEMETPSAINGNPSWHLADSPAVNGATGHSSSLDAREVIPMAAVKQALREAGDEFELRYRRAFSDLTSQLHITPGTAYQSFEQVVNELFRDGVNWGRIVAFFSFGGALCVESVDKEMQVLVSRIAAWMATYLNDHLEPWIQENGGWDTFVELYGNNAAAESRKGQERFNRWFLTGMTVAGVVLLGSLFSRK
* hit, by the source's call; . = no result given.

SMILES	MEX-5 binding	TPT1 inhibitor	GLD-1 RNA inh	MCL1-BIM inh	PAD4 FP inh	GSTO1 counter	Fam108B inh	PME-1 primary	Bcl-xL primary
COc1ccc(C(=O)/C(=C\N(C)C)n2nc(C)cc2C)cc1	-0.3	-4.3	3.4	6.5	-0.4	1.4	-0.1	-2.3	9.6
COc1ccc(F)cc1S(=O)(=O)N1CCCCC1	0.0	-3.2	-5.2	4.4	-4.4	-7.6	-1.8	5.2	8.2
O=C1[C@H]2[C@@H](c3ccc(Cl)cc3)N3C(=O)N(c4cccc(F)c4)C(=O)[C@@]3(Cc3ccc(Cl)cc3)[C@H]2C(=O)N1C1CCCCC1	2.4	-0.4	1.0	2.4	0.3	4.8	-5.1	-1.2	4.5
CN1CCCN(C(=O)c2ccc(Cl)c(S(=O)(=O)N(C)c3ccccc3)c2)CC1	-1.5	0.1	3.9	0.5	-6.3	-1.5	0.1	0.3	-1.1
CC1(C)CC(=O)c2sc(NC(=O)CN3CCOCC3)nc2C1	3.3	-1.7	-0.1	5.6	2.2	-6.0	0.4	2.0	3.0
CCOc1ccc(-c2ccc(SCc3ccccn3)nn2)cc1	-0.2	0.4	4.5	6.9	-4.3	2.5	-5.4	-2.9	4.5
Cc1c(C(=O)N2CCN(c3ccccc3)CC2)oc2c1C(=O)CC(C)(C)C2	0.4	-2.0	-5.0	10.4	-2.5	-1.0	-0.7	4.4	6.3
CN(C)CCCNC(=O)/C(=N\O)c1ccccc1	0.9	4.3	-2.0	8.0	-2.6	-3.3	-4.9	4.5	4.0
CCOC(=O)N1CCN(C(=O)CCn2c(=O)[nH]c3ccsc3c2=O)CC1	-0.4	-2.4	0.6	-2.0	-1.4	0.8	-1.7	-2.1	0.4
O=C(c1ccco1)N1CCN(c2nc3ccsc3c(=O)s2)CC1	1.2	-2.4	2.4	7.9	-0.6	1.8	3.1	2.4	8.2
CCCc1cc(=O)n2[nH]c(-c3ccc(OC)cc3)nc2n1	-2.1	-0.8	0.1	10.6	2.1	-28.4	4.1	-10.7	4.4
O=C(Cc1ccc(S(=O)(=O)N2CCOCC2)s1)Nc1cc(C(F)(F)F)ccc1N1CCCC1	3.3	5.2	6.1	-2.6	-3.0	-5.7	2.2	9.8	-7.8
CCC(Sc1nccn1C)C(=O)Nc1nnc(C)s1 (stereo not drawn)	-0.5	2.0	0.1	-5.0	3.8	9.1	-5.4	-4.5	-2.2
COc1ccc(Oc2nccc(-c3ccc(F)cc3)c2C#N)cc1	0.9	-0.7	-0.4	-0.1	3.1	-3.9	6.3	-2.1	-0.3
CC1CN(CCCCSc2ccc(Cl)cc2)CC(C)O1 (stereo not drawn)	1.2	-1.5	2.1	8.3	-1.9	-2.5	-1.6	-2.6	2.8
Cc1c(NC(=O)COc2ccc3ccccc3c2)c(=O)n(-c2ccccc2)n1C	2.3	-8.2	5.4	6.0	0.7	-0.3	2.9	-0.2	5.5
CN(Cc1ccccc1)C(=O)c1ccccc1C(=O)O	-1.2	-3.6	7.1	4.3	-3.0	5.0	3.2	-3.7	6.5
C#CC(C)(CC)NC(=O)c1cc2cccc(CC=C)c2oc1=O (stereo not drawn)	-2.8	2.7	0.5	2.1	-2.4	8.4	5.7	3.4	2.8
Cc1ccc(C(=O)C2CCN(C(=O)c3ccc(C)cc3)CC2)cc1	-1.6	-0.6	3.8	-4.1	-3.0	3.2	-0.1	8.3	-0.2
CCc1ccccc1NC(=O)N[C@@H](C)C(=O)O	-1.0	1.9	-2.9	0.4	3.4	1.9	1.8	0.4	-6.8
CCCCOc1ccc2c(C)cc(=O)oc2c1OCCCC	-0.6	1.6	2.1	5.4	-2.9	1.9	0.6	-4.1	7.9
CN(C)S(=O)(=O)c1cccc(NC(=O)COC(=O)CCC(=O)c2ccc(F)cc2)c1	3.7	2.0	0.5	-3.1	-3.8	3.3	2.5	6.2	1.2
Cc1ccc(CNC(=O)c2ccc(NC3=NC4CS(=O)(=O)CC4S3)cc2)cc1 (stereo not drawn)	-3.6	3.3	4.9	1.7	-5.2	3.2	7.3	-4.4	-0.8
COc1cc(CNc2ccc(N3CCCC3)cc2)ccc1OCc1ccccc1	.	2.7	4.0	12.3	-15.4	53.5*	5.2	4.6	15.6
Fc1ccc(NCc2ccccc2F)cc1Cl	1.5	-0.6	7.0	1.1	0.7	-5.9	-0.9	2.7	-5.6
Cc1nn(C)cc1CN(C)Cc1c(C(=O)N(C)Cc2ccccc2)nc2ccccn12	2.9	2.2	2.7	-3.0	-1.9	2.4	-1.2	-9.1	2.9
O=C(Nc1ccc2oc(=O)ccc2c1)c1cc2ccccc2o1	0.4	-7.0	1.0	0.8	3.6	-15.8	-1.1	-9.3	2.9
COc1cccc2[nH]c(C(=O)NN)c(N)c12	-1.4	1.6	-0.5	4.3	-11.8	16.3	3.3	20.1	10.1
CN1CCN(S(=O)(=O)c2cccc(C(=O)Nc3cc(Cl)ccc3N3CCOCC3)c2)CC1	-3.5	-5.0	2.5	-8.6	0.0	1.0	3.2	1.8	-7.9
Cc1cc(NC(=O)c2ccc(Cl)cc2)n(CCC#N)n1	2.0	2.3	-6.4	1.8	-1.0	5.9	-5.5	-5.3	1.4
Cc1cccc(C(=O)N/N=C/c2coc3ccccc3c2=O)c1	0.6	4.1	6.8	2.6	-3.7	6.9	1.9	-2.3	3.8
CCCn1c(SC/C(O)=C(\C#N)c2nc3ccccc3[nH]2)n[nH]c1=O	-1.0	12.7	-11.0	-4.2	-7.2	5.1	0.1	5.9	-1.3
COc1ccc(Nc2nc(NCCN3CCOCC3)nc(Nc3ccc(OC)cc3)n2)cc1	2.4	1.8	-2.1	-1.0	-5.9	3.1	-2.3	-1.5	8.8
O=C(NCc1ccccc1F)C1CCCN1C(=O)Nc1ccccc1 (stereo not drawn)	-0.2	0.0	2.4	12.0	-4.0	2.7	-2.4	4.6	5.2
CCN1C(=O)[C@H]2[C@@H](c3ccc(C)cc3)N3C(=O)N(c4ccc(OC)cc4)C(=O)[C@@]3(Cc3ccc(Cl)cc3)[C@H]2C1=O	-0.3	-0.2	7.6	-6.2	-1.1	-0.3	-1.0	0.8	-2.0
CCOC(=O)CC(N)c1ccc2c(c1)OCO2 (stereo not drawn)	-1.1	2.0	3.5	2.8	1.3	-4.2	-0.7	-0.4	1.3
O=C1CC(NS(=O)(=O)c2ccccc2)CN1c1ccc2c(c1)OCCO2 (stereo not drawn)	3.1	-2.8	8.6	7.5	0.7	-0.6	-2.7	4.3	5.9
CN(CCOCCOc1ccc(F)cc1)Cc1ccccc1	-0.6	-3.3	0.3	1.4	-1.7	0.9	-2.1	1.1	-6.3
Cc1ccc(NC(=S)NCCN2CCOCC2)cc1C	0.2	0.7	3.2	7.6	-3.3	-1.0	0.1	3.0	3.0
Cc1ccc(C)c(N(C(=O)CNC(=O)c2ccco2)C(C(=O)NC2CCCC2)c2ccncc2)c1 (stereo not drawn)	2.0	0.7	0.3	1.7	-2.4	-0.7	0.5	1.8	-0.1
CC(C)Oc1cccc(C(=O)C2CCCN(C(=O)CCn3cnnn3)C2)c1 (stereo not drawn)	1.1	-0.3	-0.1	2.6	2.5	26.4	-3.6	-5.2	3.3
Cc1ccc(S(=O)(=O)NC(C)(C)C)cc1C(=O)OCC(=O)N1CCCC1=O	0.9	-3.1	4.3	-0.9	1.2	7.3	0.3	18.6	1.4
O=C(CN1CCN(c2ccccn2)CC1)N1CC(O)CO1 (stereo not drawn)	-3.1	3.2	1.5	0.2	-6.0	-2.9	-1.1	-2.6	3.7
COc1ccc([N+](=O)[O-])cc1NC(=O)Nc1ccccc1	-0.9	-2.2	5.8	9.6	-6.4	-4.7	-1.7	4.8	8.1
NC(=O)c1ccccc1N=Cc1ccccn1	0.3	-0.2	-1.8	1.3	-4.2	-2.1	-0.3	1.5	0.0
Cc1ccccc1NC(=O)c1cccc(N2C(=O)C3CCC(C)CC3C2=O)c1 (stereo not drawn)	-1.6	1.1	-2.4	1.9	-4.9	-2.9	1.4	1.6	-0.9
NC(N)=N/N=C/c1cccc([N+](=O)[O-])c1O	-3.3	-0.8	5.2	2.6	-1.5	11.5	-0.8	-1.1	1.1
C=CCn1c(-c2cccnc2Cl)nc2cc(Cl)c(Cl)cc21	0.7	2.4	-2.5	1.1	-1.9	0.4	-5.6	-0.5	7.0
Cc1nnc(NC(=O)c2c(F)c(F)c(F)c(F)c2F)s1	0.6	-0.7	-5.9	4.5	1.2	3.6	6.0	-1.8	3.2
Nc1ccc(C(=O)N2CCN(S(=O)(=O)c3ccc4c(c3)OCCCO4)CC2)cc1[N+](=O)[O-]	.	.	4.4	3.3	-2.8	.	.	9.1	4.7

More compounds.
SMILES	MEX-5 binding	TPT1 inhibitor	GLD-1 RNA inh	MCL1-BIM inh	PAD4 FP inh	GSTO1 counter	Fam108B inh	PME-1 primary	Bcl-xL primary
CC1CCN(c2nc(N(C)c3ccccc3)nc(N)c2[N+](=O)[O-])CC1	0.1	-4.9	10.5	-0.8	6.6	-11.4	-2.1	8.0	-1.1
Cn1c(CN2CCN(C(=O)c3ccc(F)cc3)CC2)nc2cc([N+](=O)[O-])ccc21	-1.7	0.8	-1.4	-5.2	-6.0	-0.2	0.3	-1.4	0.1
O=C(COC(=O)c1ccc([N+](=O)[O-])o1)Nc1cccc(S(=O)(=O)N2CCOCC2)c1	0.2	0.9	5.3	-12.5	-10.3	3.1	-4.5	2.6	-2.1
O=C(CCCCCn1c(=O)[nH]c2ccccc2c1=O)NCCc1c[nH]c2ccccc12	0.5	-3.5	-9.7	-7.4	-6.0	-3.2	-0.3	-1.6	0.4
S=C(NCCSCc1ccc(Cl)cc1)Nc1ccccc1	-0.9	0.1	6.3	10.3	-4.1	1.0	7.1	7.2	0.5
CC1(C)O[C@@H]1COc1c2ccoc2cc2oc(=O)ccc12	0.8	-3.0	1.6	0.9	-1.3	6.0	2.2	3.1	2.9
O=C(CN1CCOCC1)Nc1nc(-c2ccccc2)cs1	-1.7	2.6	-2.2	0.9	2.5	-5.2	0.3	-8.2	-0.7
N#Cc1ccccc1N=C1CCCN1Cc1ccccc1	-0.9	1.9	-6.9	-9.0	-2.8	-1.6	-5.7	-0.7	-6.5
O=C(CSc1nc2ccc([N+](=O)[O-])cc2[nH]1)NCCc1ccccc1	0.2	0.2	5.3	9.9	-0.1	7.3	-0.3	3.9	4.2
Fc1ccc(CN2CCCN(Cc3nc(-c4ccc5c(c4)OCO5)no3)CC2)cc1	1.5	-0.8	7.0	-2.6	-7.1	1.0	-1.7	0.4	-1.1

These rows are one share of the data (hit frequency here may not be typical).
